RNase H inhibition: RNase H inhibition, HIV 1 Gag Pol polyprotein, FRET biochemical assay, screening (AID 372); HIV-1 RT RNase H, FRET RNA/DNA substrate fluorescence; higher % means a stronger effect; inhibition, % at 10 µM; hits with a dose series show IC50 in µM; 0.77% of 100,000 active; in the data active means inhibition above about 50%
Active calls of the source: *.

SMILES	RNase H inhibition
C=CCN(CP(=O)(OCC)OCC)C(=O)c1ccccc1F	0%
CCC1CCCCN1C(=O)Cn1nc([N+](=O)[O-])c(Cl)c1C (stereo not drawn)	0%
O=C(Nc1ccccc1I)c1ccc(Cl)c([N+](=O)[O-])c1	3%
C/C(=C\c1ccc(I)cc1)C(=O)c1c(C)cc(C)[nH]c1=O	2%
CCOc1cc(C=O)cc(Cl)c1OCc1ccc([N+](=O)[O-])cc1	54%*
COc1cc(/C=C2\SC(=O)N(c3ccccc3)C2=O)ccc1O	27%
COC(=O)c1ccc(COc2ccc3c4c(c(=O)oc3c2C)CCCC4)cc1	9%
C/C(=N\NC(=O)C(O)c1ccccc1)c1cccc(Br)c1 (stereo not drawn)	0%
O=C(NC1CCS(=O)(=O)C1)OC1CCCCC1 (stereo not drawn)	2%
COc1ccc(/C=N/NC(=O)c2cncc(Br)c2)cc1Br	7%
Cc1ccccc1NC(=O)c1ccc2ccccc2c1	8%
COc1ccc(C2=NN(C(=O)c3ccccc3)C(c3nc4ccccc4[nH]3)C2)cc1 (stereo not drawn)	2%
Cc1ccc([N+](=O)[O-])cc1N[C@@H]1O[C@H](CO)[C@@H](O)[C@H](O)[C@@H]1O	15%
CCOc1cc(/C=C2/SC(=S)N(C)C2=O)ccc1OCc1cccc(C)c1	20%
O=C(Nc1sc2c(c1C(=O)Nc1ccccc1)CCC2)c1ccccc1Cl	0%
CC1=C([N+](=O)[O-])CS(=O)(=O)/C1=C\c1ccccc1	9%
Cc1cc(Cl)ccc1OCCCC(=O)NC1CCCCCCC1	9%
COc1ccc(N2C(=O)/C(=C/c3ccc(I)o3)SC2=S)cc1	19%
O=C(O)c1cc(NC(=O)c2ccc(Br)cc2)cc(NC(=O)c2ccc(Br)cc2)c1	0%
Cc1ccc(-c2nn3c(N)c(/C=C4/C=Nc5ccccc54)c(=O)nc3s2)cc1	0%
CC(C)OC(=O)c1c(NC(=O)c2cccs2)sc2c1CCCC2	23%
CC1(C)C(=O)OC(c2ccccc2I)C(C)(C)C1=O (stereo not drawn)	0%
CCCCOc1ccc(CSCCN)cc1	4%
CCCCc1nnc(NC(=O)CCN2C(=O)/C(=C/c3ccccc3)SC2=S)s1	8%
CCCC(C)NC(=O)COc1ccccc1 (stereo not drawn)	9%

Three structures from above, ordered by molar mass, smallest number first:
SMILES	RNase H inhibition
CC1=C([N+](=O)[O-])CS(=O)(=O)/C1=C\c1ccccc1	9%
CCC1CCCCN1C(=O)Cn1nc([N+](=O)[O-])c(Cl)c1C (stereo not drawn)	0%
CCOc1cc(C=O)cc(Cl)c1OCc1ccc([N+](=O)[O-])cc1	54%*

The listing continues.
SMILES	RNase H inhibition
CCOC(=O)/C(C#N)=C\c1ccco1	2%
Cc1ccccc1/C=N/NC(=O)c1ccc(-c2ccccc2)cc1	3%
O=c1[nH]c2ccccc2nc1/C=C(O)\C=C\c1ccccc1	18%
Cc1ccccc1N1C(=O)NC(=O)C(=Cc2ccc(N(C)C)c([N+](=O)[O-])c2)C1=O	0%
CCCCNCCCCCCOc1cc(C)cc(C)c1	5%
COC(=O)c1ccc(-n2c(C)cc(/C=C(/C#N)C(=O)Nc3ccccc3)c2C)c(C)c1	28%
Cc1ccc(-c2nc(Oc3ccc(-c4ccccc4)cc3)c3ccccc3n2)cc1	2%
CC1=NN(c2ccccc2)C(=O)/C1=C\c1cccc2ccccc12	37%
CC(=O)Oc1ccccc1N1C(=O)c2ccc(Oc3cccc([N+](=O)[O-])c3)cc2C1=O	5%
C(=C\c1ccccc1)/CSc1nnc(-c2cccs2)n1-c1ccccc1	23%
CCN1C(=O)/C(=C\c2ccc(-c3ccc([N+](=O)[O-])cc3Cl)o2)SC1=S	18%
Cc1cc(C)c2nc3s/c(=C/c4cccs4)c(=O)n3c2c1	14%
Cc1cc(-c2ccc(/C=C3\Sc4ccccc4C3=O)o2)cc([N+](=O)[O-])c1C	16%
Cc1nn(C(=O)c2ccc(Cl)cc2)c(C)c1Sc1ccc([N+](=O)[O-])cc1	4%
Cc1cccc(C)c1-n1c(C)cc(/C=N/NC(=O)CN2CCOCC2)c1C	0%
CCC(Nc1ccc(Br)cc1)C(=O)N/N=C/c1c[nH]c2ccccc12 (stereo not drawn)	31%
Cc1ccc(S(=O)(=O)NCCC(=O)NC(C)(C)C)cc1	0%
CCc1ccc(/C(C)=N/Nc2nc(C)cc(=O)[nH]2)cc1	6%
COc1cc(NS(=O)(=O)c2ccc(N/C=C/C(=O)c3cccs3)cc2)nc(OC)n1	5%
Cc1cccc(N2CCN(C(=O)c3ccccc3I)CC2)c1C	6%
CCCCOC(=O)c1cccc(NC(=O)COc2ccc3c(C)cc(=O)oc3c2)c1	16%
CCOC(=O)c1c(-c2ccccc2)csc1NC(=O)C1CCCN1S(=O)(=O)c1ccc(Cl)cc1 (stereo not drawn)	10%
OCC(CO)(CO)N=Cc1c(O)ccc2ccccc12	8%
Cc1cc(NC(=O)c2ccc(Cl)cc2Cl)ccc1NC(=O)c1ccccc1	0%
CCOc1ccc(C(=O)Nc2ccc(I)cc2Cl)cc1[N+](=O)[O-]	10%

(next part)
SMILES	RNase H inhibition
COc1c(Cl)cc(C(=O)Nc2cccc(C)c2)cc1Cl	2%
COc1ccc(N/C=C(/C#N)c2nc(-c3ccc(-c4ccccc4)cc3)cs2)cc1	0%
COC(=O)COc1ccc2c(=O)c(Oc3ccc(C(C)(C)C)cc3)coc2c1	6%
Nc1ccccc1N=CC1=C(O)CNC1=O	7%
CCOC(=O)c1ccc(-c2ccc(/C=C(/C#N)C(=O)Nc3ccc4ccccc4c3)o2)cc1	22%
CCc1ccc(C(=O)N2CCN(c3ccc([N+](=O)[O-])cc3)CC2)cc1	6%
Cc1cc(C=C2C(=O)c3ccccc3C2=O)c(C)n1-c1ccc(Cl)cc1	9%
CC(=O)N1c2ccccc2C(c2ccccc2)(c2ccccc2)c2ccccc21	0%
O=C(N/N=C/c1cc([N+](=O)[O-])ccc1O)c1ccc(-c2ccccc2)cc1	2%
O=C1C(Cl)=C(Cl)C(=O)N1c1cccc(C(F)(F)F)c1	6%
Cc1nc([N+](=O)[O-])c(Sc2nc3ncc(Cl)cc3[nH]2)n1Cc1ccccc1	5%
N/C(=C\C(=O)/C=C\c1ccccc1)C(Cl)(Cl)Cl	0%
CCNC(=S)N/N=C/c1cn(Cc2ccccc2Cl)c2ccccc12	41%
CCC(C)(C)C(=O)NCc1cccnc1	21%
O=C(/C=C/c1ccc(Br)cc1)NC(=S)N1CCOCC1	9%
O=C(Nc1ccccc1O)c1cccs1	5%
O=C(c1nn2c(c1Cl)NC(c1ccco1)CC2C(F)(F)F)N1CCN(Cc2ccccc2)CC1 (stereo not drawn)	9%
CC(=O)C(Sc1ccc(C)cc1)C(=O)c1ccccc1 (stereo not drawn)	4%
COc1ccc(N(CC(=O)Nc2ccc(C)c(C)c2)S(C)(=O)=O)cc1Cl	13%
Cc1ccc(NC(=O)CC2Nc3cc(C)c(C)cc3NC2=O)cc1 (stereo not drawn)	5%
CCOc1ccc(C(=O)Nc2cccc(-c3nc4ncccc4o3)c2C)cc1Cl	6%
Cc1ccc(/C=N/NC(=O)C(=O)Nc2ccc(Cl)cc2C)cc1	0%
O=C(c1cnn2c(C(F)(F)F)cc(-c3cccs3)nc12)N1CCCc2ccccc21	6%
COc1ccc(C(=O)CC(Sc2ccccc2NC(C)=O)c2cccc(Br)c2)cc1 (stereo not drawn)	8%
COc1ccc(CCNC(=O)C(=O)NCCc2ccc(OC)c(OC)c2)cc1	3%

(listing goes on)
SMILES	RNase H inhibition
CCCC1(O)CC(c2ccccc2)NC(c2ccccc2)C1C (stereo not drawn)	6%
Cc1ccc(C)c(NC(=S)NC(=O)/C=C/c2ccccc2)c1	5%
CCN(CC)CCNC(=O)C1(c2ccccc2)CCOCC1	4%
CCc1ccc(C(=O)N(C)c2ccc([N+](=O)[O-])cc2)cc1	10%
Cc1ccccc1NC(=O)/C(C#N)=C\c1cc(C)n(-c2ccc([N+](=O)[O-])cc2C)c1C	12%
Cc1ccc(P(=O)(c2ccc(C)cc2)C(C)(C)O)cc1	0%
CC(C(=O)Nc1nc(-c2ccccc2)cs1)N1C(=O)c2ccccc2C1=O (stereo not drawn)	13%
COc1cc(C=O)ccc1OCCOc1cccc(Oc2ccccc2)c1	21%
COc1cccc2cc(C(=O)OCC(=O)c3ccc([N+](=O)[O-])cc3)c(=O)oc12	15%
O=C1CC(c2cccc3ccccc23)Sc2nc(-c3ccccc3)nn21 (stereo not drawn)	7%
COc1ccc(NCN2C(=O)CSC2=O)cc1Cl	7%
CC1=NNC(=O)/C1=C\c1cn(-c2ccccc2)nc1-c1ccc(Br)cc1	14%
CC(C)CCOc1ccc(C(=O)NCCC(=O)NCCCC(=O)O)cc1	3%
Cc1ccccc1C(=O)NC(=S)Nc1ccc(-c2nc3ncccc3o2)cc1	16%
O=C(Nc1ccc(NC(=O)c2ccc(-c3cccc(Cl)c3)o2)cc1)c1ccco1	11%
COC(=O)c1ccc(N2C(=O)c3ccccc3C2=O)cc1	7%
COC(=O)C(C)N(C(=O)c1ccc(Cl)cc1)c1c(C)cccc1C (stereo not drawn)	10%
COc1cc(/C=N/N2C(=O)c3cccc4cccc(c34)C2=O)ccc1O	8%
CCCCCSc1nnc2nc(C)cc(C)n12	0%
N#C/C(=C\c1ccccc1)C(=O)Nc1sc2c(c1C(N)=O)CCCC2	27%
O=C(CCCN1C(=O)/C(=C\c2cccs2)SC1=S)Nc1ccccn1	10%
CCSc1nnc2n(Cc3ccccc3)c(=O)c3c4c(sc3n12)CC(C(C)(C)C)CC4 (stereo not drawn)	5%
COc1ccc(CN2CCN(C(=O)c3ccccc3)CC2)cc1OC	8%
O=C(O)C(Cc1ccccc1)N1C(=O)/C(=C/C=C/c2ccccc2)SC1=S (stereo not drawn)	8%
COP(=O)(OC)C(Nc1cccc([N+](=O)[O-])c1)c1cccc([N+](=O)[O-])c1 (stereo not drawn)	2%

Later entries
SMILES	RNase H inhibition
COc1cc(/C=C2/C(=N)N3N=C(c4ccccc4)SC3=NC2=O)ccc1OCc1ccccc1F	14%
O=C(N/N=C/c1cc(Cl)cc([N+](=O)[O-])c1O)c1ccc(F)cc1	3%
Cc1ccc(C(=O)NCc2ccc(Cl)c(Cl)c2)o1	0%
O=C(Nc1ccc(-c2nc3ccccc3o2)cc1)C(Cl)(Cl)Cl	8%
COc1ccc(-c2nnc(-c3cccc([N+](=O)[O-])c3)o2)cc1	4%
COC(=O)C1=C(C)N(C)C(C)=C(C(=O)OC)C1c1cc(Br)c(OC)c(OC)c1	24%
COc1ccc(OCCCCOc2cccc(C)c2)cc1	8%
O=C(Nc1cc(C(F)(F)F)cc(C(F)(F)F)c1)c1ccccc1	9%
CC(c1ccccc1)C1CC(=O)N(c2ccc(Cl)c(Cl)c2)C1=O (stereo not drawn)	19%
CN1OC2C(=O)N(c3ccccc3)C(=O)C2C1c1ccc(F)cc1 (stereo not drawn)	2%
O=C(Nc1cccc(Br)c1)c1ccc([N+](=O)[O-])cc1	5%
O=C1C(=O)N(c2cccc([N+](=O)[O-])c2)C(c2ccccc2F)/C1=C(/O)c1ccccc1 (stereo not drawn)	8%
COc1cccc(CN2CC(C)OC(C)C2)c1 (stereo not drawn)	4%
COCCOC(=O)C1=C(C)NC(C)=C(C(=O)OCCOC)C1c1ccc(-c2cccc(Cl)c2Cl)o1	0%
O=C1CC(N2CCN(C(c3ccccc3)c3ccccc3)CC2)C(=O)N1 (stereo not drawn)	14%
CCOC(=O)C(Cc1cc(C)c(CC(C(=O)OCC)C(=O)OCC)cc1C)C(=O)OCC	9%
COC(=O)c1ccc(NC(=O)Cc2ccccc2[N+](=O)[O-])cc1	7%
Oc1ccc(/C=N/Nc2cc(-c3ccccc3)nc(-c3ccc(Br)cc3)n2)cc1	23%
O=C(Nc1ccccc1C(=O)N1CCCC1)c1cccc(F)c1	0%
Cc1ccccc1C(=O)NC(=S)Nc1ccc2c3c(cccc13)CC2	21%
COc1c(Cl)cc(/C=C2\C(=O)NC(=O)N(c3ccc(C)cc3)C2=O)cc1Cl	18%
Cc1cc(C)c(C=Nc2cc([N+](=O)[O-])ccc2C)c(C)c1	11%
O=C(N/N=C1\CCCc2c1[nH]c1ccc([N+](=O)[O-])cc21)c1ccncc1	0%
Cc1ccc(NC(=O)c2cccc(F)c2)cc1C	1%
N#C/C(=C\c1c(OCc2ccccc2)ccc2ccccc12)C(=O)Nc1ccccc1F	18%
COc1ccc(C(=O)N2CCN(C(=O)c3cccc(Cl)c3)CC2)cc1OC	4%

20 successive compounds out of the list so far, for reference:
SMILES	RNase H inhibition
C=CCN(CP(=O)(OCC)OCC)C(=O)c1ccccc1F	0%
CCC1CCCCN1C(=O)Cn1nc([N+](=O)[O-])c(Cl)c1C (stereo not drawn)	0%
O=C(Nc1ccccc1I)c1ccc(Cl)c([N+](=O)[O-])c1	3%
C/C(=C\c1ccc(I)cc1)C(=O)c1c(C)cc(C)[nH]c1=O	2%
CCOc1cc(C=O)cc(Cl)c1OCc1ccc([N+](=O)[O-])cc1	54%*
COc1cc(/C=C2\SC(=O)N(c3ccccc3)C2=O)ccc1O	27%
COC(=O)c1ccc(COc2ccc3c4c(c(=O)oc3c2C)CCCC4)cc1	9%
C/C(=N\NC(=O)C(O)c1ccccc1)c1cccc(Br)c1 (stereo not drawn)	0%
O=C(NC1CCS(=O)(=O)C1)OC1CCCCC1 (stereo not drawn)	2%
COc1ccc(/C=N/NC(=O)c2cncc(Br)c2)cc1Br	7%
Cc1ccccc1NC(=O)c1ccc2ccccc2c1	8%
COc1ccc(C2=NN(C(=O)c3ccccc3)C(c3nc4ccccc4[nH]3)C2)cc1 (stereo not drawn)	2%
Cc1ccc([N+](=O)[O-])cc1N[C@@H]1O[C@H](CO)[C@@H](O)[C@H](O)[C@@H]1O	15%
CCOc1cc(/C=C2/SC(=S)N(C)C2=O)ccc1OCc1cccc(C)c1	20%
O=C(Nc1sc2c(c1C(=O)Nc1ccccc1)CCC2)c1ccccc1Cl	0%
CC1=C([N+](=O)[O-])CS(=O)(=O)/C1=C\c1ccccc1	9%
Cc1cc(Cl)ccc1OCCCC(=O)NC1CCCCCCC1	9%
COc1ccc(N2C(=O)/C(=C/c3ccc(I)o3)SC2=S)cc1	19%
O=C(O)c1cc(NC(=O)c2ccc(Br)cc2)cc(NC(=O)c2ccc(Br)cc2)c1	0%
Cc1ccc(-c2nn3c(N)c(/C=C4/C=Nc5ccccc54)c(=O)nc3s2)cc1	0%

Not all compounds are listed, so the mix of outcomes need not match the whole.
